Epigenetic reg = Quantitative High-Throughput Screen for Regulators of Epigenetic Control; murine LDR cells, GFP reporter derepression, 30 h; Potency, µM (top dose mostly 53.9 µM), inactives show at the top dose GFP activation, most hits filed as activators; hit rate 0.2% among 280,000; further: % of control where 0% means no effect; nearly all actives have a fitted effect of over 60% in size
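In this reporter-derepression format, murine cells bearing a silenced integrated CMV-GFP locus incubate with test compound (30 h, 37 C), then are washed and imaged; fluorescent objects of 20–120 um count as induced cells.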
JMJD2E inh = qHTS Assay for Inhibitors of Human Jumonji Domain Containing 2E (JMJD2E); hit rate 1.6% among 230,000; Lysine-specific demethylase 4E (Homo sapiens), B2RXH2; JMJD2E catalytic domain, FDH-coupled NADH fluorescence (FDH is formaldehyde dehydrogenase); Potency, µM (highest dose often 57.1 µM), for inactives: at the top dose activity change, negative = inhibition, actives largely listed as inhibitors; active means well fitted inhibition curve with a large enough effect, not every such curve was filed as active; inconclusive means small, poorly fitted or top-dose-only effect, or another doubt; inactive means no such curve, though single readings can be large or run the other way;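 further: 0% = wells with enzyme and -100% = buffer wells without enzyme; nearly all actives have a fitted effect of over 50% in size; many of its hits are not listed in these tables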
Target sequence (B2RXH2 1-337 limits assumed): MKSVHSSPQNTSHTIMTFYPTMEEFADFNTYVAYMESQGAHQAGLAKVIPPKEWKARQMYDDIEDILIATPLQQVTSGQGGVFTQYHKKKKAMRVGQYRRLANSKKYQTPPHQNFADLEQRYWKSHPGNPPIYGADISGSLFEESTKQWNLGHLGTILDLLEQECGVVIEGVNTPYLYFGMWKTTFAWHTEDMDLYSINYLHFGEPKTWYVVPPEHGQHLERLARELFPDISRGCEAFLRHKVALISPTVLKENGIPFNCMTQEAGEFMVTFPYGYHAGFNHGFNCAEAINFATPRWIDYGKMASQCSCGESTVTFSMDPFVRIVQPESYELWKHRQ
RECQ1 helicase = qHTS Assay for Inhibitors of RecQ-Like Dna Helicase 1 (RECQ1); ATP-dependent DNA helicase Q1 (Homo sapiens), P46063; RECQ1 DNA unwinding, red fluorescence kinetic read; Potency, µM (doses to about 57.3 µM), for inactives: at the top dose activity, negative = inhibition, usual class: inhibitors; hit rate 0.54% among 240,000; AID 2549, 2010;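 further: plate controls were vehicle for no effect and no enzyme for full effect; nearly all actives have a fitted effect of over 30% in size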
Target sequence (P46063 whole entry, looked up): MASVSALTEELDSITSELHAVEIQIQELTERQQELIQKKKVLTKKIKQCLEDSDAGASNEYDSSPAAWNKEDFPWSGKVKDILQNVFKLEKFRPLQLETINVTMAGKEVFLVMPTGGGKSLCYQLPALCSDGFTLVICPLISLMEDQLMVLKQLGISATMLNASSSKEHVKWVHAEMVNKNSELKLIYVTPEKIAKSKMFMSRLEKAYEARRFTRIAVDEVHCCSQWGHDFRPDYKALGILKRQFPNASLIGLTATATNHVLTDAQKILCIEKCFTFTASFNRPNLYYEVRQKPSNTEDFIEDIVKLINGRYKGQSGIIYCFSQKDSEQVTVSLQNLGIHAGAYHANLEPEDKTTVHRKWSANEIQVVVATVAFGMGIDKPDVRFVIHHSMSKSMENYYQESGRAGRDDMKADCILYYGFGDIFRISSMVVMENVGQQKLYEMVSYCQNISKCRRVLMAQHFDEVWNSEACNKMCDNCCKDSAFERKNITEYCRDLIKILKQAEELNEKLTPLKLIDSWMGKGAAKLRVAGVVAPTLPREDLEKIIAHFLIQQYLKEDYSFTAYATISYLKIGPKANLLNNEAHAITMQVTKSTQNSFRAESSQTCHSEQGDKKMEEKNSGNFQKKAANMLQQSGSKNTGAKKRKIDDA
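RECQ1T1 50 nM; forked duplex (20 bp + 30-nt ss tails) 200 nM, ATP 2 mM final; pH 8.0, 2 mM MgCl2, 2.5 ug/ml poly(dI-dC); 15 min compound preincubation; discontinuous kinetic read over 2 h at RT.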
KinaseGlo FLuc = Counterscreen for Luciferase (Kinase-Glo TM) Inhibition; Potency, µM (top dose mostly 38.3 µM), inactives show at the highest dose activity change, negative = inhibition, hits mostly inhibitors; Kinase-Glo luciferase, ATP luminescence, 8 min; hit rate 0.28% among 200,000; Luciferin 4-monooxygenase (Photuris pensylvanica), Q27757; further: on the % scale 0 is the no-effect control and ±100 the full control effect; nearly all actives have a fitted effect of over 60% in size
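Substrate mix (final 50 mM imidazole pH 7.2, 50 mM KCl, 7 mM MgCl2, 10 uM ATP, 0.01% Tween 20, 0.05% BSA) plus pin-tool compound, then Kinase-Glo detection mix; 8 min ambient, luminescence read.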
RGS12 GoLoco inh = qHTS Assay for Inhibitors of RGS12 GoLoco Motif Activity (Red Fluorophore). Guanine nucleotide-binding protein G(i) subunit alpha-1 (Homo sapiens), P63096. Gai1:RGS12 GoLoco peptide FP, rhodamine, 10 min. Potency, µM (series often up to 61.6 µM), for inactives: at the highest dose activity, negative = inhibition, hits mostly inhibitors. hit rate 0.44% among 230,000. AID 880, 2007; active means well fitted inhibition curve with a large enough effect, not every such curve was filed as active; inactive means no such curve, though single readings can be large or run the other way; further: on the % scale 0 is the no-effect control and ±100 the full control effect; nearly all actives have a fitted effect of over 30% in size; many of its hits are not listed in these tables
SMN2 splice enh = qHTS Assay for Enhancers of SMN2 Splice Variant Expression; HEK293 SMN2-luciferase splicing reporter, luminescence, 30-36 h; Potency, µM (top dose mostly 46.1 µM), without a hit: at the highest dose activity change, positive = activation, most hits filed as activators; hit rate 2.8% among 210,000; further: % of control where 0% means no effect; nearly all actives have a fitted effect of over 55% in size
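HEK293 cells carry an SMN2 minigene-luciferase reporter in which exon 7 inclusion puts luciferase in frame. Cells were seeded at 2000 cells/well, attached for 10-12 hours, then exposed to compounds for 30-36 hours at 37C before ONE-Glo luminescence.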
IMPase Li inh = qHTS Assay for Identifying the Cell-Membrane Permeable IMPase Inhibitors: Potentiation with Lithium | hit rate 0.35% among 210,000 | CHO-M1 cells, IP1 TR-FRET (IP-One), carbachol + lithium | Potency, µM (doses to about 59.4 µM), for inactives: at the highest dose activity, negative = IMPase inhibition, usual class: inhibitors | AID 1457, 2008;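 further: IP1 builds up when IMPase is blocked and the TR-FRET signal falls; plate controls were basal vehicle for no effect and high inhibitor control for full effect; nearly all actives have a fitted effect of over 50% in size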
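Steps: plate 2000 CHO-M1 cells per well and culture 16–30 h; add compound and lithium; incubate 30 min, 37C; add d2-IP1 tracer and Eu cryptate anti-IP1 antibody in lysis buffer; read after 10 min at room temperature.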
NPSR antagonist = qHTS Assay for Antagonists of the Neuropeptide S Receptor: cAMP Signal Transduction; Q6W5P4; CHO-NPSR cells, cAMP TR-FRET, antagonist mode; Potency, µM (doses to about 38.3 µM), for inactives: at the top dose activity change, negative = inhibition, actives largely listed as inhibitors; hit rate 1% among 220,000; further: on the % scale 0 is the no-effect control and ±100 the full control effect; nearly all actives have a fitted effect of over 50% in size; many of its hits are not listed in these tables
Numbers without * were called inactive; i = inactive; ? = inconclusive; nt = not tested or not shown; [ ] = remark or other dose. Unless noted, the call rests on the fitted dose curve; in most records, active means well fitted curve in the direction sought with a large enough effect; inconclusive means small, poorly fitted or top-dose-only effect, or another doubt; inactive means no such curve, though single readings can be large; an effect the other way counts as inactive or inconclusive. Potency means the concentration at half of the fitted maximal effect. Not all compounds are listed, so the mix of outcomes need not match the whole.

SMILES	Epigenetic reg	JMJD2E inh	RECQ1 helicase	KinaseGlo FLuc	RGS12 GoLoco inh	SMN2 splice enh	IMPase Li inh	NPSR antagonist
Cc1cccc(CN2CCC(CNC(=O)CSc3cc(=O)n(C)c4cc(Cl)ccc34)CC2)c1	1.1%	3%	3%	nt	4%	nt	nt	-41%
COc1ccc(C(=O)Nn2c(CCC(=O)O)ccc2-c2ccc(C)cc2)cc1OC	5.1%	4%	-2%	-2%	16%	nt	1%	-8%
O=C(CN1CCN(c2ccc(C(F)(F)F)cn2)CC1)NCc1ccc2c(c1)OCO2	1.1%	-15%	15%	nt	26%	nt	nt	16%
CCOC(=O)c1cc(C(=O)NC(C)c2ccccc2)c(C)[nH]c1=O (stereo not given)	-1.1%	?	-3%	-1%	11%	nt	4%	7%
CCOC(=O)c1c(-c2cccc([N+](=O)[O-])c2)csc1NC(=O)C1CC1	0.8%	5%	-24%	6%	-11%	-10%	11%[38.3 µM]	-28%[46.1 µM]
CC(NC(=O)Nc1ccccc1)C(c1cccs1)N1CCN(C)CC1 (stereo not given)	0.9%	-2%	i	-2%	8%	1%	2%[38.3 µM]	4%[46.1 µM]
Cn1c(NCc2ccco2)nc2ccccc21	-2.1%	5%	-2%	0%	-4%	?	18%[38.3 µM]	10%[46.1 µM]
Cc1ccc(S(=O)(=O)N/N=C/c2ccc3nccnc3c2)cc1	0.0%	4%	-4%	nt	8%	nt	nt	0%
CCOc1ccc(C(=O)N2CCCCCC2)cc1	0.9%	2%	-13%	0%	6%	-3%	5%[38.3 µM]	-6%[46.1 µM]
c1c2c(cc3sc(N4CCOCC4)nc13)OCO2	2.9%	-23%	i	11µM*	-40%	11µM*	-1%[38.3 µM]	-6%[46.1 µM]
CCOC(=O)CC(=O)Nc1ccc(C)cc1	3.0%	4%	-14%	7%	7%	-20%	3%[38.3 µM]	-2%[46.1 µM]
O=C(CCSCc1cccc(Cl)c1)NCCc1ccccc1	1.3%	-1%	0%	3%	-1%	?	7%	-10%[46.1 µM]
COc1ccc(N2C(=O)C3CCCN3C2c2cccc(Br)c2)cc1 (stereo not given)	-1.4%	-12%	-16%	-1%	8%	1%	14%[38.3 µM]	0%[46.1 µM]
COc1ccc2[nH]c(C)c(CCN3C(=O)OC(C)(C)C3(C)O)c2c1 (stereo not given)	-0.8%	-1%	i	5%	14%	10%	4%[38.3 µM]	-13%[46.1 µM]
CCCOc1ccc(C(=O)Nn2c(C)nc3ccccc3c2=O)cc1	-1.1%	-7%	i	4%	9%	-4%	-4%[38.3 µM]	-20%[46.1 µM]
Cc1nn2c(NCCN3CCOCC3)c3c(nc2c1-c1ccccc1)CCCC3	-0.1%	-26%	6%	nt	-12%	nt	nt	-39%
O=C(O)c1cccc(CN2C(=O)SC(Nc3ccccc3)C2=O)c1 (stereo not given)	2.0%	-1%	-11%	1%	1%	9%	-15%[38.3 µM]	-2%[46.1 µM]
CCOc1cc(CN2CCN(CCOCCO)CC2)ccc1OC	-2.4%	4%	i	0%	10%	11%	-2%[38.3 µM]	0%[46.1 µM]
Cc1cc(NCc2ccc3c(c2)OCO3)n2nc(C)nc2n1	-1.0%	-9%	-6%	0%	9%	5%	9%	-2%[46.1 µM]
Cc1ccc2c(c1)N(CC(=O)OCC(=O)NCc1ccccc1)C(=O)CO2	0.0%	2%	5%	0%	-2%	nt	-2%	8%
CCOC(=O)c1cc(-c2ccc(/C=N\n3cnnc3)o2)ccc1Cl	0.0%	?	-7%	-3%	16%	-18%	21%[38.3 µM]	-6%[46.1 µM]
CC(C)NC(=O)Cn1c(SCC(=O)N2CCc3ccccc3C2)nc2ccccc21	0.0%	9%	13%	-4%	4%	nt	34%[38.3 µM]	-18%[46.1 µM]
CN(C)CCCN(C(=O)/C=C/c1cccs1)c1nc2ccc(F)cc2s1	2.9%	-4%	-1%	-1%	13%	-69%	-7%	-22%
COc1ccc(-c2nc(-c3cccs3)c(-c3cccs3)[nH]2)cc1O	0.0%	?	-3%	0%	20%	27%	9%[38.3 µM]	10µM*
CC(C)OP(=O)(Nc1cccc2ccccc12)OC(C)C	0.0%	?	-3%	-2%	4%	-7%	-2%	3%

Among those listed so far, these contain a thiophene ring, fused or not:
SMILES	Epigenetic reg	JMJD2E inh	RECQ1 helicase	KinaseGlo FLuc	RGS12 GoLoco inh	SMN2 splice enh	IMPase Li inh	NPSR antagonist
CCOC(=O)c1c(-c2cccc([N+](=O)[O-])c2)csc1NC(=O)C1CC1	0.8%	5%	-24%	6%	-11%	-10%	11%[38.3 µM]	-28%[46.1 µM]
CC(NC(=O)Nc1ccccc1)C(c1cccs1)N1CCN(C)CC1 (stereo not given)	0.9%	-2%	i	-2%	8%	1%	2%[38.3 µM]	4%[46.1 µM]
CN(C)CCCN(C(=O)/C=C/c1cccs1)c1nc2ccc(F)cc2s1	2.9%	-4%	-1%	-1%	13%	-69%	-7%	-22%
COc1ccc(-c2nc(-c3cccs3)c(-c3cccs3)[nH]2)cc1O	0.0%	?	-3%	0%	20%	27%	9%[38.3 µM]	10µM*

The listing picks up, repeating the 3 entries before the break.
SMILES	Epigenetic reg	JMJD2E inh	RECQ1 helicase	KinaseGlo FLuc	RGS12 GoLoco inh	SMN2 splice enh	IMPase Li inh	NPSR antagonist
CN(C)CCCN(C(=O)/C=C/c1cccs1)c1nc2ccc(F)cc2s1	2.9%	-4%	-1%	-1%	13%	-69%	-7%	-22%
COc1ccc(-c2nc(-c3cccs3)c(-c3cccs3)[nH]2)cc1O	0.0%	?	-3%	0%	20%	27%	9%[38.3 µM]	10µM*
CC(C)OP(=O)(Nc1cccc2ccccc12)OC(C)C	0.0%	?	-3%	-2%	4%	-7%	-2%	3%
O=C(CC1CCCCC1)Nc1ccccc1-c1ccccc1	0.0%	-3%	1%	-2%	8%	-14%	5%	-5%
CCN(CC)S(=O)(=O)c1ccc(NC2c3ccccc3C(=O)N2Cc2ccco2)cc1 (stereo not given)	1.7%	6%	-6%	-5%	-10%	-18%	10%[38.3 µM]	-10%[46.1 µM]
CCN(CC)CCCOC(=O)C(c1ccccc1)c1ccccc1	5.4%	-2%	-3%	-3%	10%	-1%	15%	-20%
CCS(=O)(=O)c1ccc2oc(SCC(=O)Nc3ccc(OC)cc3)nc2c1	-2.2%	3%	-1%	1%	6%	?	2%	-6%
COc1ccc(CCNC(=S)N2CCC(Cc3ccccc3)CC2)cc1OC	-0.8%	-9%	-20%	2%	-6%	-37%[inhibitor]	21%	-24%
C#CCn1cc[n+](CC(=O)N(C)C)c1	1.0%	9%	i	22%	4%	21%	28%[38.3 µM]	5%[46.1 µM]
CC(=O)c1ccc(Nc2cc(C)nc3ccc(C)cc23)cc1	-0.6%	-10%	7%	-1%	4%	nt	11%	6%
COc1cc(/C=C/c2cc(C(=O)O)c3ccccc3n2)ccc1OC(F)F	0.2%	?	0%	nt	5%	nt	nt	38%
CC1CCN(CC(=O)Nc2cccc(C(=O)Nc3cccc(C(F)(F)F)c3)c2)CC1	0.0%	-9%	-3%	-3%	10%	-79%[inhibitor]	4%	-14%
Cc1ccc([N+](=O)[O-])cc1S(=O)(=O)N1CCNCC1	-2.5%	7%	i	3%	3%	12%	2%	16%
c1ccc(Cn2c(SCc3nc4ccccc4s3)nnc2-c2ccco2)cc1	0.0%	-10%	-13%	0%	21%	-3%	24%[38.3 µM]	-13%[46.1 µM]
Cn1c(=O)c2cc3ccccc3nc2n(C)c1=O	-1.0%	?	i	nt	4%	nt	nt	-7%
COc1ccc(NC(=O)Nc2sc(=S)n(C)c2C)cc1	0.0%	1%	i	-3%	15%	15%	10%	-26%
O=C(O)C1CC=CCC1C(=O)Nc1ccc(F)c(F)c1 (stereo not given)	-1.0%	1%	i	4%	2%	18%	24%[38.3 µM]	-3%[46.1 µM]
CCCOc1ccc(N2C(=O)CC(N(Cc3ccco3)C(C)=O)C2=O)cc1 (stereo not given)	1.1%	11%	i	-2%	1%	-11%	10%	4%
CCOc1cc(N2CCOCC2)c(OCC)cc1NC(C)C(=O)N1CCN(CC)CC1 (stereo not given)	0.4%	27%	?	-2%	-18%	7%	31%[activator]	-16%
O=C(NC1(C(F)(F)F)C(=O)Nc2c1c(=O)[nH]c(=O)n2Cc1ccccc1)c1ccc(Cl)cc1 (stereo not given)	2.7%	3%	i	0%	-3%	-10%	7%[38.3 µM]	-3%[46.1 µM]
Cc1cnc(NC(=O)COc2ccccc2Cl)s1	-0.9%	3%	-14%	-23%	4%	0.79µM*	-6%[38.3 µM]	3%[46.1 µM]
CCSc1nnc([C@H](C)NC(=O)OC(C)(C)C)o1	-0.7%	-2%	-11%	8%	12%	-6%	-2%[38.3 µM]	-11%[46.1 µM]
COc1ccccc1NC(=O)C1=C(C)Nc2nc(-c3ccccc3)nn2C1c1ccccn1 (stereo not given)	-0.9%	-8%	-8%	18%	33%	-28%	17%[38.3 µM]	-3%[46.1 µM]
O=C(c1ccc2snnc2c1)N1CCCC1	0.0%	1%	0%	2%	0%	11%	19%[38.3 µM]	-2%[46.1 µM]
CC(C)Cn1c(CNC(=O)c2ccccc2)nc2ccccc21	-0.2%	0%	-4%	-7%	10%	-6%	1%[38.3 µM]	-18%[46.1 µM]

Record cards, as listed above. Values in the order: Epigenetic reg | JMJD2E inh | RECQ1 helicase | KinaseGlo FLuc | RGS12 GoLoco inh | SMN2 splice enh | IMPase Li inh | NPSR antagonist
CCOC(=O)CC(=O)Nc1ccc(C)cc1 reads 3.0% | 4% | -14% | 7% | 7% | -20% | 3%[38.3 µM] | -2%[46.1 µM]
Cc1ccc(S(=O)(=O)N/N=C/c2ccc3nccnc3c2)cc1 reads 0.0% | 4% | -4% | nt | 8% | nt | nt | 0%

Source: PubChem (National Center for Advancing Translational Sciences (NCATS))
